# Compound activity as filed in PubChem BioAssay.
# AMA1-RON2 inh = inhibitors of Plasmodium falciparum AMA1-RON2 interaction | actives 0.2% (n = 360,000) | AlphaScreen AMA1-biotinylated RON2 peptide binding | AID 720542 | Potency, µM (titrated, usually from 58.2 µM), inactives show at the highest dose activity change, negative = inhibition, actives largely listed as inhibitors;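 also: 0% = vehicle wells and -100% = peptide control; nearly all actives have a fitted effect of over 45% in size; some results filed as inactive show a strong effect at the top dose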
#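 AMA1 (3D7) with his tag at 25 nM final met compounds first, then biotinylated RON2 peptide at 25 nM; detection used donor plus acceptor beads, 10 µg/mL apiece, read by AlphaScreen after 30 min at room temperature.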
# Tb PYK inh = blocks Trypanosoma brucei pyruvate kinase. Q57TT1. TbPYK enzyme, Kinase-Glo Plus ATP luminescence, 45 min. Potency, µM (series often up to 76.8 µM), for the others: at the highest dose activity, negative = inhibition, most hits filed as inhibitors. actives 0.12% (n = 410,000). AID 624173; also: nearly all actives have a fitted effect of over 50% in size
#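 T. brucei PYK with substrate was exposed to pin-transferred compounds across a concentration series, then started with 130 uM ADP (final). After 45 min at room temperature, Kinase-Glo Plus luminescence was read, normalized and curve-fitted.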
# The depositor's hits bear a star; [ ] = dose if it differs, or a comment. Calls follow the shape of the dose curve; as a rule, active = well fitted curve in the direction sought with a large enough effect; inconclusive = small, poorly fitted or top-dose-only effect, or another doubt; inactive = no such curve, though single readings can be large; an effect the other way counts as inactive or inconclusive. Unless noted, % is scaled to controls: 0 for no effect and ±100 for the full control effect; potency is read from the fitted curve at half-maximal effect.
SMILES,AMA1-RON2 inh,Tb PYK inh
CCOC(=O)c1cnn(-c2sc(C(=O)OCC)c(C)c2C(=O)OCC)c1N,12%,-9%
O=C(CSc1nnc(-c2ccco2)n1-c1ccccc1)Nc1c(Cl)cc(Cl)cc1C(=O)O,2%,-13%
CC(=O)Nc1ccc(-c2ccnc3c2CC(C(=O)NCc2cccc(Cl)c2)O3)cc1 (stereo not given),-2%,-1%
C[C@H](CO)N1C[C@H](C)[C@@H](CN(C)C(=O)Nc2ccc(C(F)(F)F)cc2)Oc2ccc(NC(=O)Nc3ccc4c(c3)OCO4)cc2C1=O,-17%,-1%
COc1ccc(CCN(C)C(=O)c2cc(-c3ccc(C)cc3)nc3ccccc23)cc1OC,95%[activator],0%
NC(=O)c1ccsc1NC(=O)c1cccs1,9%,51%[activator]
CC(=NNc1ccc2ccccc2n1)c1ccccc1O,28%,-6%
CCc1nc2c(OCc3c(C)noc3C)cccn2c1N(C)C(=O)C(C)C,0%,5%
COc1cccc(-c2cc3nc(-c4ccccc4)cc(N4CCN(C(=O)c5ccoc5)CC4)n3n2)c1,45%[activator],-2%
C[C@@H]1CN([C@@H](C)CO)C(=O)CCCn2nncc2CO[C@@H]1CN(C)C(=O)c1ccccc1,-2%,4%
CC(=O)NC(c1cccc(F)c1)c1nc(-c2ccccc2C)cs1 (stereo not given),-1%,-2%
Cc1cc(C(=O)Nc2cccc3c2O[C@H](CN(C)CC2CC2)[C@@H](C)CN([C@H](C)CO)C3=O)n(C)n1,-4%,-3%
CCOC1=C2[C@@H](CN(S(=O)(=O)c3ccccc3)[C@H]2c2ccccc2)[C@H]2C(=O)N(c3ccccc3)C(=O)[C@H]2C1,0%,4%
CCOc1ccc(C=NNc2ccc(S(=O)(=O)Nc3ccccc3C(=O)O)cc2[N+](=O)[O-])cc1OC,6%,-2%
CCc1nc2c(OCc3ccc(F)cc3)cccn2c1N(C)C(=O)C(C)C,12%,2%
CCCCN(C(=O)c1ccc2c(c1)S(=O)(=O)N=C1CCCCCN12)c1c(N)n(CC(C)C)c(=O)[nH]c1=O,0%,-1%
Cc1nc2c(OCc3cccc(Cl)c3)cccn2c1N(C)Cc1cccs1,-14%,1%
O=C(Nc1ccn(CCCNCC2CCCO2)c(=O)n1)OCc1ccccc1 (stereo not given),0%,1%
C=CC[C@H](CC(=O)N(CCO)Cc1ccccc1)C(=O)N[C@@H](C)COC(=O)[C@@H](CC=C)Cc1ccc(F)cc1,-6%,3%
CCN(C[C@H]1N[C@@](CC)(C(=O)OC)[C@H]2C(=O)N(Cc3ccccc3)C(=O)[C@@H]12)S(=O)(=O)c1ccc(OC)cc1,12%,1%
Cc1cccc(NC(=O)c2sc3nc(C)nc(N4CCOCC4)c3c2C)c1,-10%,12%
Cc1cccc(NC2=NC3(CCCCC3)N=C(N)N2)c1,2%,1%
CCc1nc2ccc(C(=O)NCc3cccs3)cn2c1N(CC)CCOC,1%,-1%
C/C(=N\N=C(/C)c1cccc(N)c1)c1cccc(N)c1,-14%,-1%
CC(C)C[C@@H]1COc2cccc(N3CCSCC3)c2S(=O)(=O)N1,1%,-1%
Cc1ccc(S(=O)(=O)NCCC(=O)NCCc2ccc(S(N)(=O)=O)cc2)cc1C,6%,4%
COC(=O)NN1C(=O)C(c2ccccc2)=C(c2ccc(Cl)cc2)C1=O,-15%,5%
O=C(NCCCN1CCOCC1)c1cc(S(=O)(=O)N2CCCCC2)ccc1Cl,-7%,5%
Cc1ccccc1S(=O)(=O)N(C)C[C@@H]1OCc2cnnn2CCCC(=O)N([C@@H](C)CO)C[C@H]1C,16%,5%
CC(C)C(=O)N1CCCC1(C)C(=O)Nc1ccc(F)cc1 (stereo not given),-13%,3%
O=C(OCc1nnc(-c2ccccc2Br)o1)c1ccco1,42%[activator],-8%
O=C(Cn1ccc(=O)[nH]c1=O)c1ccc([N+](=O)[O-])o1,3%,-2%
COc1ccc(/C=C/C(=O)OCC(=O)NC2CCCC2)cc1OC,0%,0%
C[C@@H](N)C(=O)N[C@H]1CCC2C3CC=C4C[C@@H](O)CC[C@]4(C)C3CC[C@@]21C (stereo not given in full),-1%,-4%
CCCCc1nc2sc3c(=O)[nH]c(=S)[nH]c3c2c2c1CCC2,5%,-4%
CN(C(=O)c1cc2c(cc1Br)OCO2)c1cccc2ccccc12,-4%,-2%

# A section from further up, for reference:
SMILES,AMA1-RON2 inh,Tb PYK inh
CC(C)C[C@@H]1COc2cccc(N3CCSCC3)c2S(=O)(=O)N1,1%,-1%
Cc1ccc(S(=O)(=O)NCCC(=O)NCCc2ccc(S(N)(=O)=O)cc2)cc1C,6%,4%

# An excerpt of these results, with two lines to a compound:
# Each structure is followed by: AMA1-RON2 inh	Tb PYK inh
O=C(Nc1ccn(CCCNCC2CCCO2)c(=O)n1)OCc1ccccc1 (stereo not given)
  0%	1%
C=CC[C@H](CC(=O)N(CCO)Cc1ccccc1)C(=O)N[C@@H](C)COC(=O)[C@@H](CC=C)Cc1ccc(F)cc1
  -6%	3%
CCN(C[C@H]1N[C@@](CC)(C(=O)OC)[C@H]2C(=O)N(Cc3ccccc3)C(=O)[C@@H]12)S(=O)(=O)c1ccc(OC)cc1
  12%	1%
Cc1cccc(NC(=O)c2sc3nc(C)nc(N4CCOCC4)c3c2C)c1
  -10%	12%
Cc1cccc(NC2=NC3(CCCCC3)N=C(N)N2)c1
  2%	1%
CCc1nc2ccc(C(=O)NCc3cccs3)cn2c1N(CC)CCOC
  1%	-1%
C/C(=N\N=C(/C)c1cccc(N)c1)c1cccc(N)c1
  -14%	-1%
CC(C)C[C@@H]1COc2cccc(N3CCSCC3)c2S(=O)(=O)N1
  1%	-1%
Cc1ccc(S(=O)(=O)NCCC(=O)NCCc2ccc(S(N)(=O)=O)cc2)cc1C
  6%	4%
COC(=O)NN1C(=O)C(c2ccccc2)=C(c2ccc(Cl)cc2)C1=O
  -15%	5%
O=C(NCCCN1CCOCC1)c1cc(S(=O)(=O)N2CCCCC2)ccc1Cl
  -7%	5%
Cc1ccccc1S(=O)(=O)N(C)C[C@@H]1OCc2cnnn2CCCC(=O)N([C@@H](C)CO)C[C@H]1C
  16%	5%
CC(C)C(=O)N1CCCC1(C)C(=O)Nc1ccc(F)cc1 (stereo not given)
  -13%	3%
O=C(OCc1nnc(-c2ccccc2Br)o1)c1ccco1
  42%[activator]	-8%
O=C(Cn1ccc(=O)[nH]c1=O)c1ccc([N+](=O)[O-])o1
  3%	-2%
COc1ccc(/C=C/C(=O)OCC(=O)NC2CCCC2)cc1OC
  0%	0%

# (further entries)
SMILES,AMA1-RON2 inh,Tb PYK inh
C=CC(=O)Nc1cccc(Oc2ccnc3[nH]ccc23)c1,25µM*,6%
O=C(NCc1ccccc1Cl)c1csc([C@H]2C[C@H](O)[C@@H](CO)O2)n1,14%,0%
Cc1ccc(S(=O)(=O)N2C[C@H]3[C@H]4C(=O)N(C)C(=O)[C@H]4CC(=O)[C@H]3[C@@H]2c2ccccc2F)cc1,5%,4%
O=c1ccn([C@@H]2O[C@H](CNS(=O)(=O)c3cc4ccccc4s3)[C@@H](O)[C@H]2O)c(=O)[nH]1,0%,0%
O=C(NCc1cccc(F)c1)c1cccc2c1C(=O)c1ccc(N3CCC(Cc4ccccc4)CC3)cc1S2(=O)=O,10%,2%
Cc1ccccc1-c1csc(C(O)c2cccnc2)n1 (stereo not given),-9%,2%
COc1cc(Cl)ccc1OC1(C)CCN(Cc2ccc3ccccc3c2)C1 (stereo not given),-21%,-9%
Cc1ccc(-c2nc3ccc(C)cn3c2Cc2ccccn2)cc1,17%,0%
OCC[C@@H]1C[C@H](O)[C@@H](O)[C@@]2(OCCc3cc(Cl)ccc32)O1,12%,-8%
CC(C)C[C@H]1CNC(=S)N1CC1CCCN1C[C@H](Cc1ccccc1)N1C[C@H](Cc2ccccc2)N(CC2CCCCC2)C1=S (stereo not given in full),-2%,-2%
O[C@@H]1CCCN2CCc3c([nH]c4ccccc34)[C@H]12,33%[activator],0%
COCOCCn1cc(CN2CCS(=O)(=O)N(Cc3ccc(-c4ccc(OC)cc4)cc3)C(C(C)C)C2=O)nn1 (stereo not given),2%,1%
CC1C2Cc3ccc(O)cc3[C@]1(C)CCN2CCc1ccccc1 (stereo not given in full),5%,1%
CC1=C(C(=O)N2CCOCC2)CC(CC(=O)NC2CC2)C(=O)N1Cc1ccc(F)cc1 (stereo not given),2%,1%
CC1=C2C3OC(=O)C(C)C3CCC2(C)C=C(Br)C1=O (stereo not given),10%,-8%
Cc1cc(O)c2c(c1O)C(=O)[C@]13C(=C2O)C(=O)[C@@H]2[C@@H](O)[C@H]1[C@@H]1[C@H](O)[C@H]3C(=O)C3=C(O)c4c(O)cc(C)c(O)c4C(=O)[C@]312,-42%,-19%
COc1ccc(C(=O)Nc2ccc3nc(C)sc3c2)cc1S(=O)(=O)N1CCOCC1,6%,4%
O=S(OCCN1CCCC1)C(c1ccccc1)c1ccccc1 (stereo not given),-10%,10%
O=C(Nc1ccc(Cl)cc1)C1Cc2c(-c3ccc(Cl)cc3)ccnc2O1 (stereo not given),9%,5%
Cc1cccc(-c2cc(C(=O)N/N=C/c3cccnc3)c3ccccc3n2)c1,20%,4%
Cc1cccc(N=[N+]([O-])c2cccc(C)n2)n1,-1%,-18%
NC(=O)c1ncn([C@@H]2O[C@H](CNS(=O)(=O)c3cc(S(=O)(=O)c4ccccc4)cs3)[C@@H](O)[C@H]2O)n1,7%,0%
C#Cc1ccc(NC(=O)C2(C)CCN2C(=O)c2cc(C)n(C)n2)cc1 (stereo not given),10%,3%
CCOc1ccccc1C(=O)OCC(=O)Nc1cccc(S(=O)(=O)NC2=NCCCCC2)c1,1%,3%
O=C(NCc1cc(Cl)cc(Cl)c1)c1csc(COCCO)n1,1%,0%
COC(=O)c1ccc(CSc2ncnc3c2sc2nc(N4CCOCC4)c4c(c23)CCCC4)o1,-4%,-8%
C[C@@H]1CN([C@H](C)CO)C(=O)CCCn2nncc2CO[C@H]1CN(C)C(=O)OCc1ccccc1,-3%,5%
Cc1onc(-c2ccccc2Cl)c1C(=O)NCc1nnnn1-c1ccc(F)c(F)c1,17%,-8%
CC(C)(C)OC(=O)N1CCN(C(=O)c2[nH]c(C(F)(F)F)nc2-c2ccccc2)CC1,0%,1%
CC(C)C[C@@H](CN1CCC[C@H]1CN1C(=O)C(=O)NC[C@@H]1Cc1ccc(O)cc1)N1C[C@H](Cc2ccccc2)N(CC2CCCCC2)C(=O)C1=O,0%,3%
COc1cccc(Nc2nc(C(C)N)cs2)n1 (stereo not given),66%[activator],2%
C=CC[C@H](CC(=O)NCCO)C(=O)NC[C@@H](OC(=O)[C@H](CC=C)CC(=O)OC(C)(C)C)c1ccccc1,22%,7%
CC(C)NC(=O)N1Cc2cc(C(=O)NC3CCCCC3)nc(-c3cccc(-c4cccnc4)c3)c2[C@@H]1CCO,-5%,5%
CC(C)c1ccc(NC(=O)Nc2nc(C(N)COCc3ccccc3)cs2)cc1 (stereo not given),3%,-5%
Cc1ccc(S(=O)(=O)N2C[C@@H](C)[C@]3(C2)[C@H](O)[C@H](OC(=O)NCc2ccccc2)C[C@H]2C(=O)N(c4ccccc4)C(=O)[C@H]23)cc1,-4%,2%
N#CC1c2ccccc2-n2nncc2CN1C(=O)c1ccccc1F (stereo not given),-4%,2%
Cc1nc(SCC(=O)N2CCNC2=O)c2ccccc2n1,3%,-5%
O=C(Nc1ccc(Cl)c(C(F)(F)F)c1)[C@@H]1CC=C[C@@H]2CCN(C3CCCCC3)C(=O)[C@@H]21,9%,4%
CCCS(=O)(=O)NC(=O)C1(C)CCN(C(=O)c2ccc(C(=O)OC)cc2)C1 (stereo not given),-1%,-11%
CCCCC1(CC)COC(c2ccccc2)OC1 (stereo not given),6%,13%
CC(C)CN1CCC(C(=O)NC(c2ccc(F)cc2)c2ccc3ccccc3n2)CC1 (stereo not given),11%,6%
O=[N+]([O-])c1cccc(S(=O)(=O)N2CN(c3ccc(Br)cc3)c3nc4ccccc4nc32)c1,-5%,0%
COc1ccc(CN2CC[C@H]3C=CC[C@@H](C(=O)NCCc4ccccc4)[C@H]3C2=O)cc1OC,10%,-9%
CC[C@]12C(=O)N(C)C[C@H]([C@@H]3C(=O)N(C)C(=O)[C@@H]31)N2C(=O)c1ccc(Cl)c(Cl)c1,8%,2%
CCCCn1nnnc1C1(C)CCC(=O)N1Cc1cccnc1 (stereo not given),2%,-1%
CNC(=O)c1cc(Oc2ccc(NC(=O)c3[nH]c(-c4ccccc4)c4c3C(=O)N(C)C4=O)cc2)ccn1,60%[activator],6%
C[C@H](CO)N1C[C@H](C)[C@@H](CN(C)Cc2ccc(C(=O)O)cc2)Oc2ncc(Br)cc2C1=O,-12%,-9%
CC1=C(C(=O)N2CCCCCC2)CC(CC(=O)NCc2cccs2)C(=O)N1Cc1ccccc1 (stereo not given),-2%,-1%
COc1ccc(-c2cc3c(c4c2ccn4C)C2CCC3O2)cn1 (stereo not given),-11%,-1%
COc1cc(OC)nc(C(NC(=O)C2CCN(Cc3c[nH]c4ccccc34)CC2)c2ccc(Cl)cc2)n1 (stereo not given),-13%,-6%

# Not all compounds are listed; rates above refer to the full screens.
